# Screening results from PubChem.
# HEK293 tox = kills HEK 293 cells | HEK 293 viability, ATP luminescence (CellTiter-Glo), 48-72 h | Potency, µM (highest dose often 115 µM), inactives show at the highest dose activity change, negative = cytotoxicity, actives largely listed as inhibitors | 94,000 tested, 6.6% active | AID 1345083; further: potency means the concentration at half of the fitted maximal effect; nearly all actives have a fitted effect of over 60% in size
#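 Read-out: CellTiter-Glo ATP luminescence. Cells: HEK 293, 250 cells/well. Exposure: 48 or 72 hr, 37 degree Celsius.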
# SNCA expr inh = SNCA gene expression inhibition. HEK-293 SNCA-luciferase knock-in, luminescence, 24 h. Potency, µM (titrated, usually from 57.2 µM), for inactives: at the top dose activity change, negative = inhibition, most hits filed as inhibitors. 140,000 tested, 0.17% active;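 further: potency means the concentration at half of the fitted maximal effect; plate controls were DMSO cells for no effect and cell-free wells for full effect; nearly all actives have a fitted effect of over 45% in size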
# HEK293 viab = cell viability loss counter-screen | HEK-293-SNCA-luc viability, GF-AFC fluorescence, 24 h | AID 1671193 | Potency, µM (titrated, usually from 57.1 µM), without a hit: top-dose activity change, negative = cytotoxicity, hits mostly cytotoxic | 150,000 tested, 0.12% active;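 further: potency means the concentration at half of the fitted maximal effect; 0% = DMSO-treated cells and -100% = medium-only wells without cells; nearly all actives have a fitted effect of over 30% in size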
#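 Cytotoxicity counterscreen: after 24 h compound treatment of genome-edited SNCA-luciferase HEK-293 cells, live-cell protease substrate GF-AFC read by fluorescence after 30 min; activity scaled between DMSO (0%) and medium-only (-100%), curves Hill-fitted.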
# IP6K1 inhibitor = blocks human inositol hexakisphosphate kinase 1. IP6K1 kinase, ADP-Glo luminescence, 2 h; stronger effect = lower value. activity change, % (series mostly up to about 58 µM). Q92551. 140,000 tested, 0.81% active; in the data active means activity change below about -25%
# Target sequence (Q92551 whole entry, looked up): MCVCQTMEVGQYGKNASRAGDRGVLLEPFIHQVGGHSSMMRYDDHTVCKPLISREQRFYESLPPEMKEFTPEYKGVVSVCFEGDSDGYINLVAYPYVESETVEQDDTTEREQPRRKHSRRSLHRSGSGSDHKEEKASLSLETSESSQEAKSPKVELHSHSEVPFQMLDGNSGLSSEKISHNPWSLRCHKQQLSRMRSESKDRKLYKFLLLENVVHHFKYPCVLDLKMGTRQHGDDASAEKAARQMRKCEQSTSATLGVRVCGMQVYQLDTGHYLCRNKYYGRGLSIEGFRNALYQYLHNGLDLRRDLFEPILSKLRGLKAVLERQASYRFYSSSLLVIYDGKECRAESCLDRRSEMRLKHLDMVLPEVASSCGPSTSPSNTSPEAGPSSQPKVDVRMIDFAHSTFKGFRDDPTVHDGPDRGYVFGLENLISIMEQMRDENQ
#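 ADP-Glo luminescence measures ADP made by human IP6K1 during a 2 h RT reaction with ATP/IP6 (mix at 1.3 mM/130 uM); top library doses 57.5 and 19.1 uM final.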
# GPT2 inh = GPT2 alanine aminotransferase inhibition; Q8TD30; Recombinant GPT2, coupled pyruvate oxidase/HRP Amplex Red fluorescence; Potency, µM (titrated, usually from 57.7 µM), inactives show top-dose activity change, negative = inhibition, usual class: inhibitors; 100,000 tested, 0.25% active; AID 1671188; further: potency means the concentration at half of the fitted maximal effect; nearly all actives have a fitted effect of over 60% in size; many of its hits are not listed in these tables
#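 Fluorescence of coupled pyruvate oxidase/HRP/Amplex Red system (50uM Amplex, 30 min, dark) reports pyruvate formed by GPT2. Enzyme reaction: 10ng/uL GPT2, 2mM L-alanine, 250uM a-KG, 30 min room temperature, pH 7.5; 50uM AOA control.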
# 3T3 cytotox = cytotoxic compounds in NIH 3T3 cells | NIH 3T3 viability, CellTiter-Glo ATP luminescence, 48-72 h | Potency, µM (titrated, usually from 96.7 µM), for the others: at the highest dose activity change, negative = cytotoxicity, most hits filed as inhibitors | 94,000 tested, 4.3% active; further: potency means the concentration at half of the fitted maximal effect; nearly all actives have a fitted effect of over 55% in size
#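 Cytotoxicity was measured by CellTiter-Glo ATP luminescence after 48 or 72 h compound exposure at 37 °C. Mouse NIH 3T3 fibroblasts were seeded at 400 cells/well and dosed by 23 nL pin transfer.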
# FLuc inh = inhibitors of firefly (Photinus pyralis) luciferase | purified P. pyralis luciferase, luminescence, biochemical | Potency, µM (titrated, usually from 115 µM), for the others: at the highest dose activity change, negative = inhibition, most hits filed as inhibitors | 76,000 tested, 2.5% active | AID 1347043; further: potency means the concentration at half of the fitted maximal effect; nearly all actives have a fitted effect of over 65% in size
#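 Luminescence read by CCD imaging after purified firefly luciferase (10nM final) was added to substrate buffer holding 10uM D-luciferin and 10uM ATP, pH 7.5, pre-dosed with compound.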
# An asterisk follows results filed as active; i = inactive; ? = inconclusive; · = not tested or not shown; [ ] = remark or other dose. Unless noted, the call rests on the fitted dose curve; in most records, active means well fitted curve in the direction sought with a large enough effect; inconclusive means small, poorly fitted or top-dose-only effect, or another doubt; inactive means no such curve, though single readings can be large; an effect the other way counts as inactive or inconclusive. Unless noted, on the % scale 0 is the no-effect control and ±100 the full control effect.
SMILES,HEK293 tox,SNCA expr inh,HEK293 viab,IP6K1 inhibitor,GPT2 inh,3T3 cytotox,FLuc inh
CN(C)CC(=O)N1C[C@@H]2C[C@H](C1)c1c(-c3cccc(C#N)c3)ccc(=O)n1C2,i,6%[87.6 µM],-11%[87.6 µM],-2,-2%[88.5 µM],3%[174 µM],5%[172 µM]
Cc1ncc2c(n1)C[C@@H]1CC[C@H]2N1C(=O)C1CCCCC1,i,6%,1%,22,i,i,8%
C=CCN1CC[C@]23CCCC[C@H]2[C@H]1Cc1ccc(O)cc13,·,-20%[25.6 µM],14%[23.9 µM],22,i,·,·
O=C(NC[C@H]1C[C@@H]2CCN1C[C@@H]2CN1CCC(Cc2ccccc2)CC1)Nc1ccccc1,32µM*,?,1%,-15,4%,?,11%
Cc1nc(-c2ccco2)cc([C@H]2CN3CC[C@H]2C[C@@H]3CNC(=O)C2CC2)n1,-4%[172 µM],45%[activator][87.6 µM],-6%[87.6 µM],-6,-13%[88.5 µM],0%[174 µM],-2%[172 µM]
Cc1nc(-c2ccco2)cc([C@H]2CN3CC[C@H]2C[C@@H]3CNC(=O)C(C)(C)C)n1,-17%[172 µM],-7%[87.6 µM],-1%[87.6 µM],-6,i,-19%[174 µM],5%[172 µM]
COc1ccc(CCNCc2ccc(OC)c3ccccc23)cc1,·,·,12%,1,i,·,·
C#CCOC(C(=O)OCCN(C)C)(c1ccccc1)c1ccccc1,·,-44%[25.6 µM],-9%[23.9 µM],1,i,·,·
COC(=O)[C@@]1(C)C(=O)C=C[C@]2(C)c3c(O)cc(C(C)C)cc3[C@H](O)[C@@H](OC(C)=O)C12 (stereo partly drawn),·,·,-23%[23.9 µM],7,i,·,·
COc1ccc(CC(=O)N2C[C@@H](CO)[C@H](N(C)C)C2)cc1Cl,2%,14%,-2%,-6,i,-10%,1%
C=C1CC[C@@]2(O)[C@H]3Cc4ccc(O)c5c4[C@@]2(CCN3CC2CC2)[C@H]1O5,·,-60%[25.6 µM],48%[23.9 µM],21,-4%,·,·
O=C(NC[C@H]1C[C@@H]2CCN1C[C@@H]2CN1CCCCC1)c1ccco1,-14%[172 µM],-16%[87.6 µM],-1%[87.6 µM],-9,3%[88.5 µM],-32%[174 µM],-11%[172 µM]
COc1cccc2c1[C@]13CCN(CC4CC4)[C@H](C2)[C@]1(OC)CCC(=O)C3,·,0%,-23%,·,4%,·,·

# Compounds from the list above that contain four or more nitrogen atoms, in the order listed:
SMILES,HEK293 tox,SNCA expr inh,HEK293 viab,IP6K1 inhibitor,GPT2 inh,3T3 cytotox,FLuc inh
CN(C)CC(=O)N1C[C@@H]2C[C@H](C1)c1c(-c3cccc(C#N)c3)ccc(=O)n1C2,i,6%[87.6 µM],-11%[87.6 µM],-2,-2%[88.5 µM],3%[174 µM],5%[172 µM]
O=C(NC[C@H]1C[C@@H]2CCN1C[C@@H]2CN1CCC(Cc2ccccc2)CC1)Nc1ccccc1,32µM*,?,1%,-15,4%,?,11%
Cc1nc(-c2ccco2)cc([C@H]2CN3CC[C@H]2C[C@@H]3CNC(=O)C2CC2)n1,-4%[172 µM],45%[activator][87.6 µM],-6%[87.6 µM],-6,-13%[88.5 µM],0%[174 µM],-2%[172 µM]
Cc1nc(-c2ccco2)cc([C@H]2CN3CC[C@H]2C[C@@H]3CNC(=O)C(C)(C)C)n1,-17%[172 µM],-7%[87.6 µM],-1%[87.6 µM],-6,i,-19%[174 µM],5%[172 µM]

# The list is partial; rates above refer to the full screens.
